Dengue-2 NS5 capping: Dengue-2 NS5 methyltransferase inhibitors, primary screen, biochemical, confirmation dose response (AID 588689); Genome polyprotein (Dengue virus type 2 (strain 16681-PDK53)); Dengue-2 NS5 methyltransferase capping enzyme assay, biochemical; higher % means a stronger effect; one-dose inhibition, % at 25 µM; IC50 in µM for titrated hits; hit rate 0.3% among 340,000; in the data active = a potency from the dose series; inconclusive = inhibition above about 29% without an active follow-up result
KOR beta-arrestin-1: KOR agonists, beta-arrestin recruitment, primary screen, cell-based, luminescence, uHTS (AID 1777). hit rate 0.02% among 280,000. one-dose activation, % at 10 µM; EC50 in µM for titrated hits. Kappa-type opioid receptor (Homo sapiens). KOR beta-arrestin recruitment, luminescence; higher % means a stronger effect; in the data active = activation above about 50%, passing the limit was not always enough; note: a part of the inactive calls stands beside numbers as strong as those of hits
West Nile antiviral: West Nile virus antiviral activity, cell-based, CPE readout (AID 1621). West Nile virus-infected cells, CPE inhibition; higher % means a stronger effect. one-dose CPE inhibition, % at 10 µM; IC50 in µM for titrated hits. hit rate 0.02% among 290,000; in the data active = a potency from the dose series; inconclusive = CPE inhibition mostly from about 3.7% at the one dose, without a potency; inactive = the rest, 99 in 100 with CPE inhibition below about 2.2%; note: strong numbers were not always called active
GPR35 antagonists: GPR35 antagonists blocking zaprinast-driven arrestin recruitment, primary screen, imaging, U2OS, beta-arrestin-GFP, zaprinast agonist (AID 2058); G-protein coupled receptor 35 (Homo sapiens); U2OS GPR35 beta-arrestin-GFP translocation imaging, zaprinast antagonism; higher % means a stronger effect; one-dose inhibition, % at 10 µM; IC50 in µM for titrated hits; hit rate 0.052% among 290,000;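 active = inhibition of at least 50% with at least 30 cells and total cytoplasm GFP at most 10,000,000; inconclusive = under 30 cells or total GFP of 10,000,000 plus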
HIV peptide binding: inhibitors of HIV fusion peptide binding, primary screen, biochemical, uHTS, fluorescence dequenching (AID 1986). one-dose inhibition, % at 20 µM; IC50 in µM for titrated hits. cell-free peptide binding, fluorescence dequenching, 30 min; higher % means a stronger effect. hit rate 0.3% among 290,000; in the data active = inhibition mostly above about 52%, no sharp cut-off; inactive = mostly below about 76%; note: some results filed as inactive read as strong as hits
GPR55 activation: GPR55 agonists via beta-arrestin recruitment, primary screen, imaging, U2OS cells, beta-arrestin-GFP redistribution (AID 1961) | G-protein coupled receptor 55 (Homo sapiens) | U2OS GPR55 beta-arrestin-GFP redistribution imaging; higher % means a stronger effect | one-dose activation, % at 10 µM; EC50 in µM for titrated hits | hit rate 0.048% among 290,000;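 active = activation above 40% with more than 50 cells counted in the well; inconclusive = wells holding fewer than 50 cells, flagged as toxic or sparse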;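 note: U2OS osteosarcoma cells stably expressing GPR55 and beta-arrestin-GFP; plate controls were DMSO negative control for no effect and LPI positive control for full effect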
GPR55 LPI antagonism: GPR55 antagonists blocking LPI-driven arrestin recruitment, primary screen, imaging, U2OS, beta-arrestin-GFP, LPI agonist (AID 2013); U2OS GPR55 beta-arrestin-GFP translocation imaging, LPI antagonism; higher % means a stronger effect; G-protein coupled receptor 55 (Homo sapiens); hit rate 0.13% among 290,000; one-dose inhibition, % at 10 µM; IC50 in µM for titrated hits;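 active = spots per cell inhibited over 60%, with over 100 cells counted and total cytoplasm intensity under 500,000; inconclusive = wells with under 100 cells, flagged as likely toxic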;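 note: U2OS cells stably carrying GPR55 and arrestin-GFP stimulated by 5 µM LPI near EC80; imaged beta-arrestin-GFP aggregate spots per cell after agonist stimulation; plate controls were LPI-stimulated DMSO wells for no effect and DMSO wells without LPI for full effect; some results filed as inactive read as strong as hits; confirmed hits need IC50 under 10 µM and bright autofluorescent wells are also inconclusive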
NOD1 NF-kB reporter: NOD1 signaling inhibitors, primary screen, cell-based, luminescence, uHTS (AID 1578). NOD1-driven NF-kB luciferase reporter cells, luminescence; higher % means a stronger effect. inhibition, % at 4 µM, or EC50 in µM where a hit was titrated. hit rate 1% among 290,000; in the data active = inhibition mostly above about 36%, no sharp cut-off; inactive = mostly below about 34%;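 note: HEK-293T reporter cells stimulated with the NOD1 agonist gamma-tri-DAP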
KOR beta-arrestin-2: KOR antagonists, beta-arrestin recruitment, cell-based, luminescence, uHTS (AID 1778). hit rate 0.091% among 290,000. Kappa-type opioid receptor (Homo sapiens). KOR beta-arrestin recruitment, luminescence, antagonist mode; higher % means a stronger effect. inhibition, % at 10 µM; hits with a dose series show IC50 in µM; in the data active = inhibition above about 50%; note: strong numbers were not always called active
Dengue-2 NS5 capping pilot replicate: recorded beside Dengue-2 NS5 capping, whose call it bears; inhibition, %; measured here: pilot screen replicate inhibition
* hit, by the source's call; ? = inconclusive; . = no result given; [ ] = another dose, or the depositor's remark.

SMILES	Dengue-2 NS5 capping	KOR beta-arrestin-1	West Nile antiviral	GPR35 antagonists	HIV peptide binding	GPR55 activation	GPR55 LPI antagonism	NOD1 NF-kB reporter	KOR beta-arrestin-2	others
CCN(CC)Cc1cc2[nH]c3c4ccc(Cl)cc4ncc3c2cc1OC	5%	-1.0%	-0.8%	13%	-0.5%	0.3%	53%	2%	4%
CC(=O)c1cc(-c2ccc(F)cc2)n(CCC(=O)Nc2cccnc2)c1C	.	1.2%	.	-26%	-2.1%	-0.6%	12%	13%	-32%
Cc1ccc(S(=O)(=O)N2CCCCC2)cc1C(=O)N1CCCC1	-1%	0.1%	0.0%	12%	0.6%	0.3%	7%	1%	28%
Cc1nn(-c2ccccc2)c(N2CCCC2)c1/C=N/NC(=O)c1cccc(S(=O)(=O)Nc2ccc(Cl)cc2)c1	-6%	-2.0%	-1.5%	-1%	6.4%	0.2%	2%	12%	11%
COC(=O)c1c(N)sc(C(=O)NCCc2ccccc2)c1C	-4%	-3.4%	?	11%	-1.8%	-0.1%	-3%	70%*	-18%[20 µM]
CNC(=O)OC(C)CNS(=O)(=O)c1ccc(C)cc1 (centres undefined)	-6%	-4.4%	0.0%	-12%	-2.2%	-0.1%	8%	-20%	38%
O/N=C\c1ccc(-c2ccccc2)o1	-3%	7.2%	-0.4%	6%	-0.9%	0.2%	-3%	4%	-3%
O=S(=O)(c1ccc(F)cc1)N1CCN(C(=S)NCCc2ccccc2)CC1	-6%	-3.4%	-0.5%	3%	0.0%	0.0%	-10%	-29%	5%
COc1ccc(NC(=O)c2sc3nc(C)nc(N4CCN(c5ccccn5)CC4)c3c2C)c(OC)c1	-4%	2.0%	1.9%	10%	-1.1%	-0.1%	-3%	-24%	-36%
COc1ccc(C2Nc3ccccc3C(=O)N2NS(=O)(=O)c2ccc(C)cc2)cc1OC (centres undefined)	4%	1.3%	-0.8%	-2%	0.2%	0.1%	-1%	-18%	-29%
O=C(c1nc2ccccn2c1CNCCOc1cccnc1)N1CCOCC1	0%	-3.6%	-0.1%	-2%	0.0%	0.1%	1%	-23%	-34%
[O-]/C(=C(\C(=S)Nc1ccccc1F)[n+]1ccccc1)c1ccc(-c2ccccc2)cc1	-7%	1.8%	-0.1%	-7%	10%	-0.7%	12%	-34%	7%
C=CCN(CC=C)C(=O)c1ccc2nc(Cc3ccc(OC)c(OC)c3)oc2c1	2%	3.7%	-2.2%	-14%	1.2%	0.3%	2%	-10%	-34%
OCC1(CCOc2ccccc2)CCN(Cc2nc3ccc(F)cc3[nH]2)CC1	-7%	.	-1.8%	-6%	1.9%	0.3%	-8%	-61%	-2%[20 µM]
CCOC(=O)c1c(NC(=O)Nc2ccc(F)cc2)sc2c1CCN(C)C2	-2%	4.3%	0.8%	11%	-1.9%	-0.2%	-3%	-8%	19%
COc1ccc(CCNC(=O)Cn2nc(C)n3nc(-c4ccccc4)cc3c2=O)cc1OC	0%	-6.9%	-0.5%	-2%	-1.5%	-0.1%	-3%	-3%	18%
COc1cc(C(=O)Nc2ccc(N3CCOCC3)cc2)ccc1OCc1c(C)noc1C	-2%	-4.5%	-0.6%	-7%	-1.1%	0.4%	-1%	-24%	-4%
Cc1ccc(C(=O)N2CCN(c3ccccn3)CC2)cc1[N+](=O)[O-]	1%	-1.8%	-0.6%	-14%	1.2%	-0.1%	-14%	-42%	3%[20 µM]
CSc1nnc(C2CCN(CC(=O)Nc3ccccc3N3CCOCC3)CC2)n1C(C)C	-4%	-2.5%	-0.4%	14%	-1.0%	-0.2%	12%	-17%	-4%
Cc1ccc(S(=O)(=O)N2CCC(C(=O)N3CCC3)CC2)cc1	-2%	0.8%	0.2%	7%	0.6%	0.3%	4%	-27%	-13%
CN1CCN(C(=O)C2C3C=CC(C3)C2C(=O)O)CC1 (centres undefined)	-3%	-3.7%	-0.2%	-4%	-0.3%	0.3%	2%	13%	17%
CC(=O)NC(N1CCCCC1)C(F)(F)C(F)(F)C(F)(F)C(F)F (centres undefined)	-10%	9.3%	-0.3%	6%	6.7%	0.6%	-1%	8%	19%
Cc1cccc(CNS(=O)(=O)c2csc(C(N)=O)c2)c1	-3%	-4.9%	-0.4%	12%	-1.4%	-0.1%	3%	-14%	-37%
CCCCNC(=O)CN(CCc1ccccc1)S(C)(=O)=O	2%	-2.6%	-0.3%	-1%	1.4%	-0.1%	-2%	0%	5%
CCOC(=O)c1sc2nc(CSc3nc4ccccc4n3CC)[nH]c(=O)c2c1C	-18%	11%	-0.4%	-6%	-1.1%	0.2%	-6%	0%	-19%
Clc1ccc(Cn2cnc3ccccc32)cc1	-7%	-1.1%	-1.6%	-10%	1.4%	-0.4%	1%	7%	24%
CCC(=O)Nc1nc(N)n(-c2ccccc2)n1	-8%	-8.7%	0.9%	-4%	-2.4%	0.0%	12%	1%	-9%
Cc1cccc(S(=O)Cc2ccc(C(=O)N3CCOCC3)o2)c1 (centres undefined)	-1%	-0.3%	-0.4%	-3%	-0.1%	0.3%	16%	-18%	6%
COc1cc(NC(=O)COc2ccccc2[N+](=O)[O-])ccc1NC(=O)c1ccco1	-1%	0.2%	-0.2%	-17%	-3.2%	-0.2%	12%	-25%	3%
CC(C)CN(C(=O)COC(=O)C12CC3CC(CC(O)(C3)C1)C2)C1CCS(=O)(=O)C1 (centres undefined)	2%	5.7%	0.3%	0%	1.4%	0.2%	-4%	1%	23%
COc1cc(C)c(S(=O)(=O)NC2CC(C)(C)NC(C)(C)C2)cc1C	1%	-1.3%	0.4%	-5%	-1.4%	-0.2%	7%	-2%	-29%
COc1ccc2c(c1)[nH]c1c(=O)n(CCN3CCCC3)cnc12	3%	-3.3%	0.6%	-3%	1.5%	0.6%	5%	-15%	10%
Cc1ccccc1-n1c(=O)c2ccccc2n2cnnc12	1%	-8.1%	0.2%	6%	-2.1%	0.4%	8%	5%	-23%
Cc1nc(C(=O)NC2CC2)sc1C1(C)CC(c2ccccc2)=NO1 (centres undefined)	-5%	3.1%	-0.7%	-3%	-1.2%	-0.1%	5%	3%	8%
O=C(Nc1ccc(N2C(=O)C3C4C=CC(C4)C3C2=O)cc1Cl)c1cccs1 (centres undefined)	-7%	5.1%	0.1%	16%	0.8%	-0.2%	10%	-48%	-50%
CC(C)CC1(C(=O)NCc2ccccn2)C=CCN1C(=O)c1ccccc1 (centres undefined)	-3%	1.9%	-0.4%	-8%	2.4%	0.2%	1%	-18%	18%
Cc1cc(C(=O)Nc2ccc(S(=O)(=O)Nc3onc(C)c3C)cc2)c(C)o1	1%	1.7%	1.2%	14%	5.7%	-0.1%	1%	-29%	-11%
Cc1cc(C)c(NC(=O)c2c[nH]c(=S)n2-c2ccc(F)cc2)c(C)c1	-19%	-5.1%	-0.2%	-2%	-2.0%	0.2%	14%	-24%	-12%
O=C(O)c1cccc(N=NN2CCOCC2)c1	.	.	0.7%	2%	-1.5%	-0.2%	1%	-27%	-6%[20 µM]
O=C(O)CCNC(=O)c1ccccc1	-6%	-2.1%	0.2%	0%	2.1%	0.2%	-3%	-25%	1%
O=C(c1ccccc1)c1ncc[nH]1	-3%	-1.2%	1.1%	6%	-0.6%	0.0%	11%	-7%	7%
COc1ccc(/C=N/N=C(\N)c2nonc2N)cc1	2%	5.2%	0.3%	4%	-0.4%	0.3%	-6%	-28%	-32%
NC(=O)c1cccnc1	0%	0.6%	0.2%	-1%	-0.7%	-0.2%	-1%	-16%	-25%
Cc1nn(CC(=O)N2CCCC2)c(=O)c2cc3cc(F)ccc3n12	-5%	-3.7%	-0.1%	10%	-1.0%	0.2%	10%	-24%	2%
O=S(=O)(c1ccc(Cl)cc1)N1CCC(c2nc3ccccc3[nH]2)CC1	-1%	-0.9%	-0.5%	0%	4.7%	1.3%	1%	-8%	34%
CN=C(Nc1ccc(Cl)cc1)c1ccc(C(F)(F)F)cc1	-10%	2.3%	-0.7%	0%	0.2%	0.2%	4%	-10%	2%
COc1ccc(NC(=O)CSc2nnc(-c3cccc(O)c3)o2)cc1	9%	-1.2%	0.4%	-18%	-2.3%	-0.2%	-5%	-55%	-14%
Cc1ccc(Nc2ccc(C(N)=O)cc2[N+](=O)[O-])cc1	-3%	8.1%	-1.1%	0%	-1.2%	0.6%	1%	29%	-5%
O=C(CCc1nc(-c2ccccc2Cl)no1)NCCc1ccccc1	-1%	-3.2%	-1.1%	1%	-1.7%	0.0%	4%	-6%	25%
CN1C(=O)C2C=CC1C1C(=O)N(c3ccccc3)C(=O)C21 (centres undefined)	-1%	1.3%	0.0%	12%	-1.1%	-0.2%	-2%	7%	16%	Dengue-2 NS5 capping pilot replicate=-2.4
COc1ccc(S(=O)(=O)N(C)CC(=O)Nc2ccc3c(c2)OCO3)cc1OC	4%	-4.1%	-0.1%	11%	-1.8%	0.0%	10%	-27%	-11%
CCOC(=O)Cc1csc(NC(=O)CSc2ncnc3c2cnn3-c2ccc(OC)cc2)n1	6%	-0.3%	0.8%	0%	-0.5%	0.6%	7%	21%	20%
CCOC(=O)C1(CCOc2ccccc2)CCN(CC2CC2)CC1	-4%	0.8%	-1.0%	2%	-0.6%	-0.1%	19%	-8%	19%	Dengue-2 NS5 capping pilot replicate=1.8
CCO[C@H]1OC(C(=O)O)=C[C@@H](C2CCCCC2)[C@@H]1CCCO	-3%	2.2%	-0.2%	-4%	2.7%	-0.2%	11%	-1%	-39%
COc1ccc(Cc2n[nH]c(=O)c3ccccc23)cc1OC	-9%	4.2%	0.2%	4%	0.8%	-0.1%	-21%	-2%	-16%
Cc1ccc(S(=O)(=O)Nc2nc(C)c(C(=O)NNS(=O)(=O)c3cc(C)ccc3C)s2)cc1	10%	0.7%	0.5%	9%	17%	-0.2%	9%	-27%	-10%
CCC(=O)Nc1ccccc1-c1nc2ccccc2[nH]c1=O	-10%	-1.4%	0.0%	10%	0.7%	1.3%	-7%	-24%	1%
COc1ccc(Cn2nnnc2CN2CCc3ccccc3C2)cc1	2%	4.6%	-0.1%	2%	1.0%	-0.1%	12%	-4%	-5%
C=CCOC(=O)c1sc(NC(=O)c2ccco2)nc1C	6%	-1.3%	-0.5%	-14%	-0.3%	-0.2%	-10%	-91%	4%	Dengue-2 NS5 capping pilot replicate=-0.3

Screens (PubChem BioAssay)

Not all compounds are listed; rates above refer to the full screens.
